High-throughput results from PubChem.
PP1 inh: PP1-alpha (human) inhibition in PP5 counter-screen; inhibition, % at 6.7 µM; hit rate 0.9% among 320,000; P62136; purified PP1alpha, OMFP fluorescence;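 active = inhibition above the mean inhibition of all tested compounds plus 3 SD, computed separately for each screening campaign, cut at about 15% in these data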
procasp3 activ: procaspase-3 (human) activation | activation, % at 8.5 µM | recombinant procaspase-3 D3A, Ac-DEVD-pNA absorbance 405 nm | hit rate 0.11% among 330,000 | AID 463141 | P42574;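 active = activation above the mean of all tested compounds plus 3 SD, cut at about 21% in these data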;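 also: 0% = DMSO alone and 100% = DMSO wells spiked with extra 5 µM PC-3 D3A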
Target sequence (P42574 whole entry D9A/D28A/D175A): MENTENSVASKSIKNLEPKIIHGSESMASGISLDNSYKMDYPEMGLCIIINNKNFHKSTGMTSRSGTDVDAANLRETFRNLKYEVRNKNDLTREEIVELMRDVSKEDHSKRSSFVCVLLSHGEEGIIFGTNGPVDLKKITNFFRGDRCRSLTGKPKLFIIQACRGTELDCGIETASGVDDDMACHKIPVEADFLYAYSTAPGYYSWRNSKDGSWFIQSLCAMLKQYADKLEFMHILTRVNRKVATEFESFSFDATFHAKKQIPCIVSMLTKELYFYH
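material = Procaspase-3 D3A mutant | probe or stimulus = Ac-DEVD-pNA | compound = single dose, 8.5 µM nominal compound, 0.8% DMSO | timing = 1 h preincubation, 2 h reaction | measured by = 405 nm absorbance of p-nitroaniline, reads at 0 and 120 min | benchmarks = DMSO-only low control, 5 µM PC-3 D3A high control | repeats = singlicate, each compound tested once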
Fh CTSL1 inh: counter-screen for PFM18AAP inhibitors: inhibitors of F. hepatica cathepsin L1 | recombinant F. hepatica cathepsin L1, Z-Leu-Arg-MCA fluorescence | inhibition, % at 5.96 µM | hit rate 0.49% among 300,000 | AID 1906;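 active = inhibition above the mean of all tested compounds plus 3 SD, set per screening campaign, cut at about 17% in these data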;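 also: 0% = plate median of test compound wells and 100% = 1 µM Z-Phe-Ala-diazomethylketone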
TPT1 inhibitor: inhibitors of Candida albicans tRNA 2'-phosphotransferase TPT1; recombinant caTPT1, FP RNA substrate dephosphorylation; inhibition, % at 5 µM; hit rate 0.81% among 300,000; AID 1962;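 active = inhibition above the mean of all tested compounds plus 3 SD, set per screening campaign, cut at about 24% in these data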;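 also: plate controls were DMSO alone for no effect and ferristatin control at 100 nM for full effect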
HCV core dimer: HCV core protein dimerization inhibition; TR-FRET GST/Flag-core106 dimerization, 1536-well; inhibition, % at 5 µM; hit rate 0.33% among 300,000; AID 1899;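 active = inhibition above the mean of all tested compounds plus 3 SD, set per screening campaign, cut at about 45% in these data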
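test system = GST/Flag-tagged HCV core106 proteins | probe or stimulus = Eu donor and XL665 acceptor anti-tag antibodies | times = compound-protein-antibody incubation 4 h at 22.5 °C | signal = TR-FRET, excitation 340 nm, emission 617 and 671 nm | measure = percent inhibition of core106 dimerization signal | controls = wells lacking GST-core106 and wells with excess unlabelled core106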
procasp7 counter: counter-screen for procaspase-3 activators: activators of human procaspase-7; P55210; recombinant procaspase-7, Ac-DEVD-pNA absorbance 405 nm; D23A/D198A/D206A triple mutant, cannot self-cleave; scale: DMSO 0, 5 µM enzyme 100; activation, % at 8.5 µM; hit rate 0.093% among 330,000; AID 463210;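 active = percent activation above the screen-wide mean plus 3 SD, cut at about 25% in these data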
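Assay system: Uncleavable procaspase-7 mutant enzyme / Input: 2 µM procaspase-7 mutant as dispensed / Dosing: single nominal 8.5 µM compound dose, 0.8% DMSO final / Timing: 1 h enzyme–compound preincubation and 2 h substrate reaction, both 25 °C / Detection: p-Nitroaniline absorbance at 405 nm, read at 0 and 120 min / Replication: singlicate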
PP5 primary: blocks human protein phosphatase 5 activity; purified PP5c, OMFP substrate fluorescence; inhibition, % at 6.7 µM; hit rate 0.18% among 320,000; AID 1987;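 active = inhibition above the campaign's mean inhibition across all tested compounds plus 3 SD, cut at about 9.5% in these data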;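 also: 0% = DMSO only and 100% = 100 µM cantharidin control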
Target sequence (P53041 whole entry, looked up): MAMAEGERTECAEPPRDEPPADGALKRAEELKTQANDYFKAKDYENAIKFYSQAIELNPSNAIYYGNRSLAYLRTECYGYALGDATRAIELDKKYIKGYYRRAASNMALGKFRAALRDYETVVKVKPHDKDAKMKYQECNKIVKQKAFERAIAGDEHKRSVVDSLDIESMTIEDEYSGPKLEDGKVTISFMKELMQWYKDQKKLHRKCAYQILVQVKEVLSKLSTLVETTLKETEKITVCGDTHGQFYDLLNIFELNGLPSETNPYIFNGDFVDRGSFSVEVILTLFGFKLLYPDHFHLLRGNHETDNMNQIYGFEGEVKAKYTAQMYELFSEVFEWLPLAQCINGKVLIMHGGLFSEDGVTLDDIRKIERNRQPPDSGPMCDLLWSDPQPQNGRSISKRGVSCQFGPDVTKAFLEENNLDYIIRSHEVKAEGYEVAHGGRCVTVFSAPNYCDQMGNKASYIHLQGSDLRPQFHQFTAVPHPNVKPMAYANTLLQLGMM
AHR activator: activators of human aryl hydrocarbon receptor. P35869. AHR-responsive luciferase reporter cells, luminescence. activation, % at 5 µM. hit rate 2.5% among 320,000. AID 2796; in the data active = activation above about 47%;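 also: 0% = vehicle wells and 100% = reference agonist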
PAFAH2 FP inh: PAFAH2 (human) inhibition. hit rate 0.99% among 340,000. inhibition, % at 3.39 µM. recombinant PAFAH2, FP-rhodamine activity probe, fluorescence polarization;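 active = inhibition above the mean over all tested compounds plus 3 SD, cut at about 30% in these data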;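 also: inhibitors block probe labeling of enzyme so polarization drops; 0% = enzyme with DMSO and 100% = wells lacking PAFAH2 protein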
Starred values were filed as active, the others as inactive; x = not tested or not shown.

SMILES	PP1 inh	procasp3 activ	Fh CTSL1 inh	TPT1 inhibitor	HCV core dimer	procasp7 counter	PP5 primary	AHR activator	PAFAH2 FP inh
CC(C)CC(COCc1ccc(Cl)cc1)N1CCN(C(=O)c2cccc(C(F)(F)F)c2)CCC1=O (stereo not drawn)	7	9	3	0	13	7	4.6	2	2
NC(=O)c1cc(S(=O)(=O)N2CCc3ccccc3C2)cs1	-3	-3	-3	1	2	-12	-1.2	0	-1
Cc1cccc(C(=O)NCCN2CCOCC2)c1[N+](=O)[O-]	1	0	-1	-2	-12	6	2.0	-1	1
CCN(CCO)C(=S)Nc1cc(C(=O)OC)ccc1C(=O)OC	2	6	-5	-1	2	8	-0.3	2	8
COc1ccc(C(=O)OCC(=O)Nc2ccc(Cl)cn2)cc1	-11	2	-3	6	-2	7	0.0	-2	56*
CCc1ccc(Nc2ncc3c(n2)CC(C)CC3=O)cc1 (stereo not drawn)	-3	9	4	0	4	5	-4.9	6	-5
Cn1c(SCC(=O)N2CCOCC2)nnc1-c1cccc(NC(=O)c2ccccc2F)c1	-2	-6	-4	0	2	9	-3.0	-1	1
O=C(O)c1ccc(CN2CCOCC2)o1	-3	4	-1	3	5	8	-1.1	-1	8
O=C(O)C1(NS(=O)(=O)c2ccc(F)c(Cl)c2)CCCCC1	-1	-5	0	-2	1	4	-0.4	0	1
Cc1csc(=O)n1CCC(=O)OCC(=O)Nc1ccc(Cl)cn1	-5	-5	-4	-2	-7	11	-3.1	0	4
C=CCn1cccc(C(=O)Nc2ccc(C)c(C)c2)c1=O	-1	-2	3	1	-7	-7	2.3	22	12
CN(C)Cc1ccc(F)cc1Sc1ccc(Cl)cc1Cl	-5	-2	4	-3	-2	2	1.1	1	-3
CCOc1cc(/C=C2/C(=N)N3N=C(C)SC3=NC2=O)ccc1OS(=O)(=O)c1ccc(C)cc1	5	-1	-3	1	26	-4	4.0	4	-10
COC(=O)c1sccc1S(=O)(=O)NC(C)c1cnn(-c2ccc(OC)cc2)c1C (stereo not drawn)	-1	-1	1	3	8	6	2.5	4	3
O=C(NC1CCCC1)C1CCCN(S(=O)(=O)c2cccc3cccnc23)C1 (stereo not drawn)	-3	4	-5	-4	-1	-2	0.4	2	2
COCCNC(=O)c1cccc(OC2CCN(Cc3cccc(SC)c3)CC2)c1	-2	5	-2	-1	-8	9	-0.1	0	-7
COC(=O)C1=CN(c2ccc(F)cc2)C=C(C(=O)OC)C1c1ccc(O)cc1	-1	3	5	-1	-6	8	3.1	1	-2
O=C(Nc1cccc(Cl)c1)N(CCCN1CCOCC1)Cc1ccccc1F	2	5	2	-3	-2	0	0.6	4	5
CCOc1ccc2cc(S(=O)(=O)n3ccnc3C)ccc2c1	-3	3	-2	-4	-5	5	-2.2	0	-2
O=C(NCc1ccccc1Cl)c1ccc2ccccc2n1	1	6	1	-2	7	-10	2.0	20	10

Compounds shown so far with an aryl methoxy group:
SMILES	PP1 inh	procasp3 activ	Fh CTSL1 inh	TPT1 inhibitor	HCV core dimer	procasp7 counter	PP5 primary	AHR activator	PAFAH2 FP inh
COc1ccc(C(=O)OCC(=O)Nc2ccc(Cl)cn2)cc1	-11	2	-3	6	-2	7	0.0	-2	56*
COC(=O)c1sccc1S(=O)(=O)NC(C)c1cnn(-c2ccc(OC)cc2)c1C (stereo not drawn)	-1	-1	1	3	8	6	2.5	4	3

Look-ups from above:
PAFAH2 FP inh with `O=C(NCc1ccccc1Cl)c1ccc2ccccc2n1` stands at 10
HCV core dimer with `O=C(O)C1(NS(=O)(=O)c2ccc(F)c(Cl)c2)CCCCC1` stands at 1
AHR activator with `O=C(Nc1cccc(Cl)c1)N(CCCN1CCOCC1)Cc1ccccc1F` stands at 4

(next part)
SMILES	PP1 inh	procasp3 activ	Fh CTSL1 inh	TPT1 inhibitor	HCV core dimer	procasp7 counter	PP5 primary	AHR activator	PAFAH2 FP inh
CSCc1ccc(C(=O)Nc2cc(C)cc(C)c2)cc1	-3	0	1	1	-2	14	-1.2	4	-4
CCOc1ccccc1N(C(=O)c1snc(C(N)=O)c1N)C(C(=O)NC1CCCC1)c1cccs1 (stereo not drawn)	4	7	3	0	11	3	0.9	3	0
CCOC(=O)c1[nH]c2ccc(Br)cc2c1NC(=O)CCN1CCOCC1	-1	-5	2	0	0	2	4.0	17	6
CC1CC(C)CN(c2ccc(-n3cnnn3)cc2[N+](=O)[O-])C1 (stereo not drawn)	2	-4	3	-4	4	0	5.2	2	-1
Cc1ccc(-c2nnc(Nc3ccccc3)o2)cc1	0	8	-2	-1	1	-3	3.2	-4	-8
COc1ccc(N2CC(C(=O)N/N=C/c3ccccc3)CC2=O)cc1 (stereo not drawn)	-4	7	5	-2	-1	8	-0.2	3	5
O=C(c1ccco1)N1CCN(S(=O)(=O)N2CCOCC2)CC1	-7	-5	-2	0	2	4	0.3	2	10
COc1cccc(NC(=O)CN(C)C(=O)CCCc2nc3ccccc3c(=O)[nH]2)c1	1	9	x	x	x	-4	0.7	1	-3
Cc1cc(C)c(S(=O)(=O)N(C2=NCCS2)S(=O)(=O)c2c(C)cc(C)cc2C)c(C)c1	0	-2	3	-3	20	3	-0.1	2	-8
CCC(C)NS(=O)(=O)c1ccc(S(=O)(=O)N2CC=C(c3ccc(F)cc3)CC2)cc1 (stereo not drawn)	3	2	3	0	8	7	6.2	0	-6
CCC(=O)N1CCc2cc(S(=O)(=O)Nc3ccc4c(c3)OCCO4)ccc21	-5	-6	2	0	3	4	-1.0	6	-1
CCOc1ccc(N(CC(=O)NC(C)(C)C)S(=O)(=O)c2c(C)noc2C)cc1	-3	12	0	-1	-1	-4	1.5	-1	-2
COC(=O)[C@@H]1CC[C@H](C)[C@@H](c2ccc(C)cc2)N1C(=O)c1ccc(/C=N/O[C@@H](C)CN2CCCCc3nc(C)c(C)cc32)cc1	2	0	-1	0	12	-1	4.9	1	x
O=C(NNC(=O)c1cc(-c2ccc(Cl)cc2)nc2ccccc12)c1csc(N2CCOCC2)n1	2	-5	-4	1	9	-1	-0.6	2	1
O=C(NCCS(=O)(=O)N1CCN(Cc2ccccc2)CC1)c1ccccc1	-2	-1	0	-2	-1	7	-0.4	-1	4
O=C(NC(=S)Nc1ccc(F)c(Cl)c1)C1CC1	-2	-2	-2	-2	-6	-4	1.0	93*	-2
COc1ccc(-c2cc(C(=O)OCC(=O)c3c(N)n(C)c(=O)n(C)c3=O)c3ccccc3n2)cc1	-1	8	-2	-2	17	-7	0.6	-2	-53
O=C(NCc1ccc(Cl)cc1)c1cc2c(nc3sccn32)s1	6	-5	1	4	33	-7	3.6	4	1
CCN(CC)S(=O)(=O)c1ccc(C)c(NC(=O)CSc2nc3ccc(C)cc3[nH]2)c1	2	-6	4	-1	3	-9	6.5	16	3
COc1ccc(CCNS(=O)(=O)c2c(C)nc3scc(C)n3c2=O)cc1OC	-3	1	1	0	-1	4	-1.2	1	3

A second format for part of the listing above.
Second line of a record: PP1 inh	procasp3 activ	Fh CTSL1 inh	TPT1 inhibitor	HCV core dimer	procasp7 counter	PP5 primary	AHR activator	PAFAH2 FP inh
> O=C(NCCS(=O)(=O)N1CCN(Cc2ccccc2)CC1)c1ccccc1
  -2	-1	0	-2	-1	7	-0.4	-1	4
> COc1cccc(NC(=O)CN(C)C(=O)CCCc2nc3ccccc3c(=O)[nH]2)c1
  1	9	x	x	x	-4	0.7	1	-3

Carrying on.
SMILES	PP1 inh	procasp3 activ	Fh CTSL1 inh	TPT1 inhibitor	HCV core dimer	procasp7 counter	PP5 primary	AHR activator	PAFAH2 FP inh
C[C@]12C=CC(=O)C=C1CC[C@@H]1[C@@H]2C(=O)C[C@@]2(C)[C@H]1CC[C@]2(O)C(=O)COC(=O)CCC(=O)O	-3	6	-8	-2	-6	0	-0.8	1	-3
CCCC(=O)Nc1ccc(-c2cn3cccnc3n2)cc1	-3	-3	0	1	4	-1	-3.5	-1	-2
O=C(O)C1CC=CCC1C(=O)Nc1cccc(C(=O)N2CCCCC2)c1 (stereo not drawn)	-3	-7	-3	1	0	0	0.4	-2	-8
Cc1ccc(S(=O)(=O)N2CCCCC2)cc1NC(=O)C1CC(=O)N(c2ccc3c(c2)OCCO3)C1 (stereo not drawn)	0	-4	-1	-3	-4	-2	2.6	1	1
FC(F)(F)c1cccnc1-n1cncn1	1	2	0	-4	-1	-4	1.1	0	1
CCOc1ccccc1NC(=O)C(OC(=O)c1ccccc1O)c1ccccc1 (stereo not drawn)	4	7	1	1	-1	7	2.9	7	-2
CCCCNc1c(-c2ccc(SC3CCCCC3)c(OC)c2)nc2ccc(Cl)cn12	9	-8	-3	5	-4	-19	1.8	11	5
CCn1c2ccccc2c2nnc(SCC(=O)OCN3C(=O)c4ccccc4C3=O)nc21	-1	0	-4	-3	-18	-1	0.0	0	8
Cc1ccccc1NC(=O)c1ccc2c(c1)C(=O)N(CCC(C)C)C2=O	-2	8	6	3	13	11	2.0	-3	-4
Cc1cccc(CC(=O)N2CCN=C2SCc2ccc([N+](=O)[O-])cc2)c1	1	0	-1	1	5	0	3.2	3	-12
CCC(=O)Nc1nc(OC)cc(OC)n1	-3	0	4	2	2	5	1.4	-2	-1
COc1ccc(CNC(=O)CCCc2ccccc2)cc1	-1	-4	-1	0	-5	1	-0.4	0	1
O=C(Nc1ccc(Br)cn1)c1coc(=O)c(Br)c1	-2	4	5	1	1	6	1.1	3	2
C=CCOc1ccccc1CNc1cccc(F)c1	0	-4	-3	0	-2	3	0.6	11	-7
COC(=O)C(O)(NC(=O)c1ccncc1)C(F)(F)F (stereo not drawn)	2	-1	9	-5	1	-6	-0.7	1	3
CCN=C1S/C(=C\c2cc(OCC)c(O)cc2Br)C(=O)N1CC	7	2	1	20	-8	-2	-0.4	2	9
COc1ccc(C2=NS(=O)(=O)N(C)C(C(=O)NCc3cccs3)=C2)cc1OC	0	4	-2	1	5	6	1.8	15	-1
